Source: PubChem
EBV gp42 inh = EBV gp42 inhibition; inhibition, % (tested at 21.74 µM); AID 1085; Q1HVG2; Fluorescence polarization binding assay, mP read-out; hit rate 0.42% among 220,000; in the data active = inhibition above about 50%
Mdm2 ligase inh = inhibitors of human Mdm2 E3 ubiquitin ligase | Q00987 | cell-based MDM2 ubiquitination luciferase reporter, 2 h; 0 = plate control, 100 = twice control, blank-subtracted | signal enhancement, % at 5 µM | hit rate 0.11% among 210,000;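 active = signal enhancement of 30% or more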;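 note: luminescence tracks abundance of the self-degrading MDM2-luciferase fusion protein; higher signal means inhibition of MDM2 E3 ligase activity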
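Assay system: stable mammalian line carrying autodegrading MDM2–luciferase fusion reporter; Input: 2000 cells in each well; Compound dosing: single-point 5 µM; Schedule: 2 h compound exposure at 37 °C; Signal: SteadyLite luciferase luminescence after 15 min room-temperature reagent incubation; Evaluation: % luminescence enhancement versus blank-corrected plate control mean; Benchmarks: plate controls and plate blanks.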
eIF4E 4G PPI = eIF4E/eIF4G interaction inhibition in translation initiation. inhibition, % at 21.7 µM. TR-FRET eIF4E-eIF4GI(517-606) binding, 2 h. hit rate 0.37% among 220,000. P63073+Q04637;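 active = inhibition above about 30%, limit read from the data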;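 note: 0% = full FRET control wells and 100% = background wells lacking eIF4GI fragment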
Target sequence (P63073 whole entry, looked up, the tested form may be a part): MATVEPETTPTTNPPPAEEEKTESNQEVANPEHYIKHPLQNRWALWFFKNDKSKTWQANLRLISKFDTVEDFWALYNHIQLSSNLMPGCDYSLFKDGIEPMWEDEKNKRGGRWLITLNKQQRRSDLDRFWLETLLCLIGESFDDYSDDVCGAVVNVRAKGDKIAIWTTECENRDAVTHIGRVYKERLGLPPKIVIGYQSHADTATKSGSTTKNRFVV
Target sequence (Q04637 whole entry, looked up, the tested form may be a part): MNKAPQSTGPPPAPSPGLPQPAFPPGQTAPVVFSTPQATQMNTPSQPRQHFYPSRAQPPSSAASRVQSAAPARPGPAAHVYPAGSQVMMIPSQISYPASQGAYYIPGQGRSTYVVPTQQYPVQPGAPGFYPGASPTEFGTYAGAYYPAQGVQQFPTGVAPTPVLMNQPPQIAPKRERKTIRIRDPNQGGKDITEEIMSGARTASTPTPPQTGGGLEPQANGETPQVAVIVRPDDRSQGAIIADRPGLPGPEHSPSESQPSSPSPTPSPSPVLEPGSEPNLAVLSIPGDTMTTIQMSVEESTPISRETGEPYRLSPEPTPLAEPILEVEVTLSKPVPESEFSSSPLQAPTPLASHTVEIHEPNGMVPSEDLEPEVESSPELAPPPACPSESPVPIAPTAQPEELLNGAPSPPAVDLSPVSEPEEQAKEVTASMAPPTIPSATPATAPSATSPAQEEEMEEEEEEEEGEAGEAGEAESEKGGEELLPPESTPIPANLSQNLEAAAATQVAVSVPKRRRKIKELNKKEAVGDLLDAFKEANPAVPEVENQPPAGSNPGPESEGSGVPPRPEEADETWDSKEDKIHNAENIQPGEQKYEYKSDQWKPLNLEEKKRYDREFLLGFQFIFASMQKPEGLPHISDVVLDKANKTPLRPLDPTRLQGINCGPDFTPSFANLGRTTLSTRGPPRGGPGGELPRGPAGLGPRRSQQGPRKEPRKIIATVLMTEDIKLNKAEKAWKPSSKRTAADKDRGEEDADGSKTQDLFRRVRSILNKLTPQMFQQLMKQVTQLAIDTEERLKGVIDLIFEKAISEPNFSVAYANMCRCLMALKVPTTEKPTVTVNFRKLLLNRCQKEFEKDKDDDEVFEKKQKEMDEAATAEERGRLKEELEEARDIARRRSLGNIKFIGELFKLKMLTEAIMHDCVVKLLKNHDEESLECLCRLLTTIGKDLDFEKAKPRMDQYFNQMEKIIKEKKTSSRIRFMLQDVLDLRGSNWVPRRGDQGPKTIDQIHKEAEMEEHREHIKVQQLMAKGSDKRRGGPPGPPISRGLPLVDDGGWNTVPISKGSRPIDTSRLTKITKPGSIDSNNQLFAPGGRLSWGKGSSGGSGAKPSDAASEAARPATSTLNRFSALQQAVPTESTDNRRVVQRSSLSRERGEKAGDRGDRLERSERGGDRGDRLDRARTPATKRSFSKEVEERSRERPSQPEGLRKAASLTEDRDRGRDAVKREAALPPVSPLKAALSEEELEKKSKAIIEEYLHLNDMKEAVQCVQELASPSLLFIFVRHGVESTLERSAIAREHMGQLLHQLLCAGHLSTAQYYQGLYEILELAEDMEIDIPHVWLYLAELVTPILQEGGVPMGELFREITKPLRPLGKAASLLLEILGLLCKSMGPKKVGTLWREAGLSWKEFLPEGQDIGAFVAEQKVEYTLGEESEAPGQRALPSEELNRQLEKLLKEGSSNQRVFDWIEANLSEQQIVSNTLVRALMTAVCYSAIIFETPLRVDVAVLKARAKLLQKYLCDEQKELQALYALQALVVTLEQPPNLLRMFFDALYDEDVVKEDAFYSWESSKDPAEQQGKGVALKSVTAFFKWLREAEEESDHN
TNF necrop inh = TNF-alpha cell death inhibition in Jurkat FADD-/- cells. activation (protection from cell death), % at 10 µM. Jurkat FADD-/- TNF necroptosis rescue, ATP luminescence, 24 h; 0 = TNF only, 100 = no-TNF cells. hit rate 0.068% among 220,000;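 active = activation, meaning protection from cell death, of at least 50% relative to plate controls; inactive = activation below 50%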;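 note: necroptosis triggered by 40 ng/mL TNF-alpha added together with compound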
m-calpain inh = blocks pig calpain II enzyme activity; purified calpain II, fluorogenic peptide substrate, 30 min; inhibition, % at 16 µM; hit rate 0.37% among 220,000;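 active = inhibition above about 50%, limit read from the data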
PERK inh = human PERK inhibition, primary cell-based screen | Q9NZJ5 | CHO PERK-DD fusion, SEAP luminescence translation reporter | inhibition, % at 5.6 µM | hit rate 0.17% among 220,000 | AID 1416;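 active = inhibition above the mean inhibition of all tested compounds plus 3 SD, set separately per screening campaign, cut at about 2.9% in these data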;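 note: PERK kinase domain activated by AP20187 dimerizer at 100 nM; 0% = DMSO with dimerizer and 100% = rapamycin at 8.4 µM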
Cl transport mod = KCC2 (human) Cl- transport modulation | hit rate 2.2% among 190,000 | B-score of Tl+ flux slope (higher = more flux/activation; lower = inhibition) at 10 µM | Q9H2X9 | KCC2 cells, thallium flux FluoZin-2 fluorescence;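 active = thallium flux slope and its plate-corrected score both differing from the plate sample mean at a set confidence after two filtering rounds, in either direction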;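 note: slope of fluorescence scaled to starting intensity during 10 to 20 s after thallium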
zVAD death inh = blocks zVAD induced death of L929 cells. hit rate 0.38% among 220,000. L929 zVAD necroptosis rescue, ATP luminescence, 24 h; with zVAD 60 µM. viability rescue, % at 10 µM;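 active = activation, scaled between plate controls, above about 75%, limit read from the data; inactive = activation under that limit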;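 note: 0% = zVAD with DMSO and 100% = DMSO alone without zVAD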
Rad51 HR inh = Rad51 (human) homologous recombination inhibition; Q06609; hRad51 DNA strand exchange, fluorescence dequenching; inhibition, % at 10 µM; hit rate 0.085% among 200,000; AID 1385;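 active = inhibition above 40% at the single screening dose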;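 note: 0% = DMSO control wells and 100% = blanks with heterologous ssDNA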
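Material: Human Rad51 nucleoprotein filaments preassembled on unlabelled ssDNA | Also added: Labelled 47-mer dsDNA for strand exchange | Dosing: Single dose, 10 µM final compound | Schedule: 30-min compound preincubation and 15-min exchange, both room temperature | Technique: Fluorescence dequenching at 485/520 nm | Measure: Percent inhibition relative to plate controls and blanks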
The depositor's hits bear a star; i = inactive; x = no result given; [ ] = remark or other dose. Compounds as they come; overall some 3.6% were active at least once.

The opening 2 records (preview)
SMILES	EBV gp42 inh	Mdm2 ligase inh	eIF4E 4G PPI	TNF necrop inh	m-calpain inh	PERK inh	Cl transport mod	zVAD death inh	Rad51 HR inh
O=C(C1CC(Cl)CN1S(=O)(=O)c1ccc(Cl)cc1)N1CCOCC1 (centres undefined)	-23	-7	3	0.8	15	-0.4	-1.3	0.1	-3
Cc1nn(CCCC(=O)NCCc2ccccc2)c(C)c1[N+](=O)[O-]	8	-11	1	2.4	26	0.0	-0.46	-0.5	-4

The whole of this part (from the top)
SMILES	EBV gp42 inh	Mdm2 ligase inh	eIF4E 4G PPI	TNF necrop inh	m-calpain inh	PERK inh	Cl transport mod	zVAD death inh	Rad51 HR inh
O=C(C1CC(Cl)CN1S(=O)(=O)c1ccc(Cl)cc1)N1CCOCC1 (centres undefined)	-23	-7	3	0.8	15	-0.4	-1.3	0.1	-3
Cc1nn(CCCC(=O)NCCc2ccccc2)c(C)c1[N+](=O)[O-]	8	-11	1	2.4	26	0.0	-0.46	-0.5	-4
CC(C)(C)NC(=O)c1cc(-c2ccccc2)n[nH]1	10	5	2	-0.1	6	0.6	-0.1	1.9	4
Cc1cc(SCC(=O)N/N=C/c2cccnc2)nc2c(C)cccc12	0	-7	2	-0.3	28	0.1	x	6.1	-99
CC(C#N)Sc1nc2ccccc2c(=O)n1-c1ccccc1 (centres undefined)	-10	2	16	-1.5	16	-0.5	-2.8	-1.2	2
COC(=O)c1ccc(CSc2nnc(-c3c[nH]c4ccccc34)n2-c2ccccc2)cc1	-9	-20	-5[fluorescence artefact?]	-5.2	-15	0.1	0.09	-0.2	36
Cc1ccccc1OCC(=O)Nc1ccc(N2CCN(S(C)(=O)=O)CC2)cc1	2	-16	7	-2.7	-16	-1.7	x	1.7	-1
Clc1ccccc1C1=Nn2c(nnc2-c2ccncc2)SC1	4	-16	6	4.7	0	-1.3	-0.078	0.3	x
CCOCCCNC(=S)N1CCCN(c2nc3cc(C)c(C)cc3cc2C#N)CC1	-2	2	-3	0.1	-122	0.6	-0.36	-0.7	-33
COc1cc(-n2c(=O)c3ccccc3n(Cc3cccnc3)c2=O)cc(OC)c1OC	x	x	x	0.6	x	-0.9	x	0.7	9
COC(=O)c1ccc(C(=O)OC)nc1	-8	10	-1	0.2	-21	-0.2	1.3	-0.1	-1
CN1C(=O)C(CC(=O)Nc2ccc3c(c2)Cc2ccccc2-3)N(C)C1=O (centres undefined)	-9	-28	-3[fluorescence artefact?]	-1.7	-21	-0.2	-1.4	0.2	-18
Cc1nnc(SCc2cccc(CSc3nnc(C)s3)c2)s1	-2	-16	-2	5.6	21	-1.5	x	0.5	6
COCCCNC(=O)CN1CCN(Cc2ccccc2Cl)C1=O	-20	-1	0[fluorescence artefact?]	-0.4	-1	0.6	1	0.5	-5
O=C(CCc1ccccc1)NCC(=O)N/N=C/c1ccc2c(c1)OCO2	-5	16	11[fluorescence artefact?]	-0.1	24	0.9	-2.1	0.4	10
CCC(C)N(C(=O)COC(=O)CNC(=O)c1ccccc1F)C1CCS(=O)(=O)C1 (centres undefined)	-5	-7	2	-0.4	12	-0.3	0.026	1.7	-5
CCn1cc(C(=O)Nc2ccc(F)c(F)c2)cn1	-9	7	0	0.9	24	0.0	0.11	0.8	x
Cn1c(-c2ccc3ccccc3n2)[n+](C)c2ccccc21	-2	-8	-3	-9.3	11	1.6	-0.08	0.3	12
Cc1nc([N+](=O)[O-])cn1-c1nc2ccccn2c1[N+](=O)[O-]	-10	-52	1	15	-13	0.0	-0.12	4.8	15
Cc1sc2nc(SCc3ccc(C(=O)O)cc3)n(Cc3ccco3)c(=O)c2c1C	1	-10	4	-2.4	-21	-0.3	1	0.3	x
CCc1ccccc1N1C(=O)C2CC=CCC2C1=O (centres undefined)	8	-3	4	-0.6	2	-0.2	x	-0.6	1
O=C(CSc1ncn[nH]1)Nc1ccc2c(c1)CCC2	-14	-7	15[fluorescence artefact?]	2.1	3	1.0	0.82	1.0	5
Cn1cnc(S(=O)(=O)Nc2ccc(OC(F)F)cc2)c1	-3	-7	-6	0.4	10	1.2	0.04	0.3	0
O=C(NCC1CCCO1)c1cccc(NC(=O)c2cccs2)c1 (centres undefined)	-1	-31	-1	1.0	13	-1.3	0.074	0.0	-17
CS(=O)(=O)N(CC(=O)N/N=C/c1cccs1)c1cccc(Cl)c1Cl	-20	-15	-1	-3.7	8	-0.5	0.93	0.1	x
CCN(c1ccccc1)S(=O)(=O)c1ccc(Cl)c(NC(=O)CSc2ncn[nH]2)c1	-6	-4	2	3.0	31	0.3	0.68	0.5	8
CCS(=O)(=O)N1CCC(C(=O)NC2CCCCC2)CC1	1	2	4[fluorescence artefact?]	1.4	26	0.7	-0.11	-0.5	1
CC(=O)c1ccc(NC(=O)Nc2ccc(NS(=O)(=O)c3ccc(C)cc3)cc2)cc1	13	-5	-13	-12	21	0.4	0.056	4.0	-5
O=C(N/N=C/C(Cl)=C/c1ccc([N+](=O)[O-])cc1)C(=O)Nc1ccccc1C(=O)O	0	-11	5	-3.5	5	-0.1	-1.7	0.1	15
COc1cc(/C=N/n2nnnc2N)ccc1OCc1c(C)no[n+]1[O-]	-11	-2	1	1.0	-7	0.0	-0.23	0.4	-4
O=C/C(=C\Nc1ccc(Br)cc1)c1nc2ccccc2o1	-27	-8	-4	-2.4	-46	0.3	-0.38	2.2	-6
CCn1ncc(C(=O)Nc2ccccc2C)c1C	5	-2	2	1.1	-3	1.4	0.047	0.8	x
COc1ccccc1C(=O)Nc1cccc(-c2cn3ccsc3n2)c1	-12	-6	2	0.0	34	-2.0	0.4	0.8	x
CC1=NN(c2ccccc2)C(=O)C1N=Nc1ccc(C)cc1 (centres undefined)	-9	-13	1	-0.8	-4	0.3	1	2.9	-12
CCOc1ccc(-c2nnc3ccc(SCC(=O)Nc4nc5ccccc5s4)nn23)cc1	-2	-7	0[fluorescence artefact?]	7.4	-89	0.0	0.072	0.1	15
O=[N+]([O-])c1ccc(O)c(Nc2ncnc3ccccc23)c1	-5	-35	9	0.4	-34	0.2	1.1	1.2	-9

As entered above.
Result for O=C(CSc1ncn[nH]1)Nc1ccc2c(c1)CCC2 under m-calpain inh: 3
Result for CC(C)(C)NC(=O)c1cc(-c2ccccc2)n[nH]1 under m-calpain inh: 6
Result for O=C(N/N=C/C(Cl)=C/c1ccc([N+](=O)[O-])cc1)C(=O)Nc1ccccc1C(=O)O under PERK inh: -0.1
Result for CS(=O)(=O)N(CC(=O)N/N=C/c1cccs1)c1cccc(Cl)c1Cl under PERK inh: -0.5

(next part)
SMILES	EBV gp42 inh	Mdm2 ligase inh	eIF4E 4G PPI	TNF necrop inh	m-calpain inh	PERK inh	Cl transport mod	zVAD death inh	Rad51 HR inh
O=C(C1=NN(c2ccccc2)C2C(=O)N(c3ccccc3Cl)C(=O)C12)c1ccccc1 (centres undefined)	53*	-8	5	-0.3	-58	0.9	-2.3	4.3	-7
O=S(=O)(c1ccc2nc(COc3ccc(Cl)cc3Cl)[nH]c2c1)N1CCOCC1	-3	-2	9	-5.0	29	-0.3	-2.6	0.3	13
COc1ccc(-c2cc(C(=O)n3cnc4ccccc43)c3ccccc3n2)cc1	-7	-38	9	-5.8	i	-0.4	-0.028	0.6	6
Cc1cc(O)c(/C=N/Nc2ccc(Cl)cc2)c(=O)o1	-15	-28	7	-4.1	-4	-0.2	-0.036	-0.3	-1
CC(C)(C)n1nc2c(c1NC(=O)COc1ccccc1F)CS(=O)(=O)C2	-9	6	4	-0.9	-12	0.1	x	-0.9	x
CN(CCCNC(=O)C1CCN(S(=O)(=O)N2CCC3(CC2)OCCO3)CC1)Cc1ccccc1	-8	-6	3	-0.4	-19	-0.9	0.7	-0.8	1
COc1cccc(/C=C/C(=O)NCc2ccc(S(N)(=O)=O)cc2)c1	-3	-15	-2	0.8	12	2.5	0.068	0.7	x
O=C(CSc1nnc2scc(-c3ccccc3)n12)N1CCN(Cc2ccccc2)CC1	-12	10	-1	1.0	7	-0.8	-0.98	-0.3	-9
CCOc1ccc2nc(NC(=O)Cc3cccs3)sc2c1	-7	-13	8	11	3	-1.1	-0.078	9.1	12
O=S(CCc1ccncc1)Cc1ccccc1 (centres undefined)	-17	-8	-1[fluorescence artefact?]	0.8	-34	0.3	0	-0.5	0
O=C(C1CCC(CNS(=O)(=O)c2cccc3cccnc23)CC1)N1CCCC1 (centres undefined)	0	-6	3	-1.0	15	-0.4	-0.25	-0.8	4
O=C(COc1ccccc1)N1CCN=C1c1ccccc1	-1	8	-3	-1.9	-30	-0.5	-0.023	-0.5	2
O=C(Cc1cc(=O)[nH][nH]1)N/N=C/c1c(F)cccc1Cl	-6	-14	4	-0.3	18	-0.4	0.023	2.2	5
Cc1ccc(CNC(=O)/C=C/C(=O)O)cc1	-8	-5	0	0.2	-4	1.8	0.27	2.6	-4
CCn1c(=O)c2c(n3cnnc13)-c1ccccc1CC21CCCCC1	-11	-3	-5	-7.9	-59	0.9	-0.22	0.4	7
Cc1cc(=O)[nH]c(N/N=C/c2ccccc2C(F)(F)F)n1	4	-14	-2	0.5	22	-0.3	0.72	-0.2	x
COc1cc(C(=O)Nc2ccc3c(c2)Cc2cc(NC(=O)c4cc(OC)c(OC)c(OC)c4)ccc2-3)cc(OC)c1OC	-6	-10	4	0.8	-87	-0.7	0.014	1.4	-5
Nc1cc(C(=O)O)c(Oc2ccc(Cl)cc2Cl)cc1C(=O)O	1	-5	-4	-0.2	i	0.4	-0.23	x	x
COc1ccccc1N1CCN(C(CNS(=O)(=O)c2ccc(C)cc2)c2cccnc2)CC1 (centres undefined)	-4	-13	10	0.0	-18	-0.6	-0.29	0.1	-10
O=C(c1cc(-c2cccnc2)nc2ccc(Br)cc12)N1CCC2(CC1)OCCO2	x	x	x	-0.9	x	0.4	-0.24	0.1	x
CC(C)N1CC(O)=C(c2ccccc2)C1=N	-15	-10	-8	-0.6	-20	0.8	0.17	2.4	-4
Cc1cc(NC(=O)COC(=O)[C@@H](NS(=O)(=O)c2ccccc2)C(C)C)no1	-12	-16	-1	0.2	-33	1.0	0.8	2.4	31
CCNC(=O)NC(=O)C(C)OC(=O)C1CCN(S(=O)(=O)c2ccccc2F)CC1 (centres undefined)	0	22	22	1.0	-5	1.0	-0.021	4.1	7
CCCCNC(=O)c1ccc(CNS(=O)(=O)c2ccc(Br)cc2)cc1	-21	-9	-2	6.0	1	0.8	0.39	0.0	5
O=C(COC(=O)C1(c2ccc(F)cc2)CCCC1)N1CCN(C(=O)c2ccco2)CC1	7	-14	7	-5.6	6	-1.0	-0.023	-0.3	6
CC(=O)Nc1ccc(NC(=O)C(Sc2ccccc2)c2ccccc2)cc1 (centres undefined)	-8	-1	0	-1.3	-18	-0.8	0.32	1.1	6
CCOC(=O)CSC1=N/C(=C\c2cccnc2)C(=O)N1c1ccc(OC)cc1	-13	-3	4	1.7	10	1.0	0.3	1.3	5
O=C1CC(N2CCC(c3nc4ccccc4[nH]3)CC2)C(=O)N1Cc1ccccc1 (centres undefined)	-3	-9	3[fluorescence artefact?]	0.9	8	-0.1	0.8	-0.7	11
CCOC(=O)c1c(C)[nH]c(C)c1C(=O)CSc1nnc(-c2ccncc2)n1C	-16	-3	4	-3.3	-14	2.7	-0.42	0.1	x
